PrPC TRFRET = reduces human prion protein on the cell surface; cell surface PrPC, TR-FRET read-out; P04156; 0.43% of 370,000 active; inhibition, % at 13.8 µM; in the data active means inhibition above about 24%; further: 0% = median of the test wells and 100% = reference compound wells
GDH-TPI counter = inhibits GDH-TPI coupling enzymes, artifact for Mtb FBA screen. GDH-TPI coupled enzyme counterscreen, NADH absorbance. inhibition, % at 4.8 µM. 1.2% of 360,000 active;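 further: 0% = DMSO wells and 100% = wells lacking the enzyme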
UGM FP inh = blocks M. tuberculosis UGM enzyme | P9WIQ1 | purified UGM, fluorescence polarization probe displacement | inhibition, % at 10 µM | 0.06% of 320,000 active | AID 504406; in the data active means inhibition above about 10%, passing the limit was not always enough; inconclusive means no clear call, values can overlap the other calls
Target sequence (P9WIQ1 whole entry, looked up): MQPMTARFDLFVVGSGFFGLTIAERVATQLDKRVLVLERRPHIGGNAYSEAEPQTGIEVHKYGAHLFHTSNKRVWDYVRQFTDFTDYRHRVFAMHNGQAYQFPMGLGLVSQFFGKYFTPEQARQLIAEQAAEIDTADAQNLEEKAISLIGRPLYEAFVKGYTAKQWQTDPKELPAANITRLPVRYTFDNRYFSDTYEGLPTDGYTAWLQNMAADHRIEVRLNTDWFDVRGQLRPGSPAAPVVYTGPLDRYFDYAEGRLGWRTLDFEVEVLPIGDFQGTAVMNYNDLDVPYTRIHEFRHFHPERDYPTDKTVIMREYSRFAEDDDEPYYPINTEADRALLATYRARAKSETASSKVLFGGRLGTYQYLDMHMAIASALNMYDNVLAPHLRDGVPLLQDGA
BoNT A protease = inhibitors of Botulinum neurotoxin A light chain protease | multiplex microsphere protease substrate cleavage, flow cytometry | 0.17% of 360,000 active | inhibition, % at 10 µM; in the data active means inhibition above about 30%; inconclusive means no clear call, values can overlap the other calls; further: plate controls were buffer without enzyme for full effect and enzyme alone for no effect
BoNT-F LC inh = BoNT F light chain protease inhibition | inhibition, % at 10 µM | 0.22% of 360,000 active | Multiplex microsphere protease cleavage assay, flow cytometry | AID 588497; in the data active means inhibition above about 35%, passing the limit was not always enough; inconclusive means no clear call, values can overlap the other calls; further: plate controls were buffer without enzyme for full effect and enzyme alone for no effect
FadD28 FP inh = blocks FadD28 binding to the bisubstrate probe; fluorescence polarization; inhibition, % at 12.5 µM; 0.22% of 360,000 active; AID 588549; in the data active means inhibition above about 8.5%, passing the limit was not always enough; inconclusive means no clear call, values can overlap the other calls
Mtb FBA inh = Mtb fructose-bisphosphate aldolase inhibition | purified M. tuberculosis FBA, fluorescence read-out | 2.3% of 360,000 active | inhibition, % at 1 µM; in the data active means inhibition above about 27%;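 further: 0% = vehicle and 100% = reference inhibitor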
Target sequence (P9WQA3 whole entry, looked up): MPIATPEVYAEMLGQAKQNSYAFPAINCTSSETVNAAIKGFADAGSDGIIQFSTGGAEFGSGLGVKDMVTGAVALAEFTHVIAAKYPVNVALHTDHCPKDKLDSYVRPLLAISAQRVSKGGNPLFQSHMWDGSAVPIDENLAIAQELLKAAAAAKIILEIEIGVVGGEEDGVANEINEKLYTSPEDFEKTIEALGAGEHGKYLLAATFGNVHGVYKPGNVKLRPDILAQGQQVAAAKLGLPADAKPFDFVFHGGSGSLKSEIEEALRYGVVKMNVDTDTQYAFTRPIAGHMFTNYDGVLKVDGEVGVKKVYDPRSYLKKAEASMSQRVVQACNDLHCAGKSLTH
Mtb BioA inh = inhibitors of Mycobacterium tuberculosis BioA enzyme; purified M. tuberculosis BioA enzyme, plate reader; inhibition, % at 9.99 µM; 0.096% of 360,000 active; AID 602481; in the data active means inhibition above about 40%; inconclusive means no clear call, values can overlap the other calls
CCHFV vOTU inh = blocks the CCHF virus ovarian tumor domain protease; CCHFV vOTU protease, Pep-AMC fluorescence; inhibition, % at 11.5 µM; 0.55% of 370,000 active; AID 651958; further: 0% = vehicle wells with enzyme and 100% = no enzyme wells
The depositor's hits bear a star; ? = inconclusive; · = not tested or not shown. Unless noted, no stated cut-off is given here; in the data, active means inhibition above about 30%; inactive means the rest.

The first 7 records (preview)
SMILES	PrPC TRFRET	GDH-TPI counter	UGM FP inh	BoNT A protease	BoNT-F LC inh	FadD28 FP inh	Mtb FBA inh	Mtb BioA inh	CCHFV vOTU inh
Cc1ccc(CN2C(=O)C3CCCN3c3ncccc32)cc1 (configuration not stated)	4	5	-2.4	-2.4	-14	-1.0	3	-1.2	-4
Cc1ccccc1NC(=O)/C(C#N)=C\c1cn(CC(=O)O)c2ccccc12	-2	8	-1.2	-0.2	2	-0.8	0	·	3
NC(=O)C1CCN(C2=C(NS(=O)(=O)c3ccccc3)C(=O)c3ccccc3C2=O)CC1	-46	30	0.9	-1.6	4	-0.3	3	·	6
COC(=O)c1cn(NC(=O)c2ccc3c(c2)OCO3)c(=O)c2ccccc12	-5	13	-0.6	0.4	9	-2.1	-2	-0.9	-3
CCCCOc1ccc(CSc2nnc(C)n2N)cc1[N+](=O)[O-]	-9	9	1.4	-0.1	-1	-0.9	0	·	7
CC(C)(C)NC(=O)CSc1n[nH]c(=O)n1-c1ccccc1	4	-2	-1.7	-1.5	-2	-0.7	0	0.3	-12
COc1ccc(C(=O)Nc2nc(-c3ccc([N+](=O)[O-])cc3)c(-c3ccccc3)s2)cc1	-8	13	-1.7	29	15	0.7	2	-3.3	5

The whole of this part, repeating the preview:
SMILES	PrPC TRFRET	GDH-TPI counter	UGM FP inh	BoNT A protease	BoNT-F LC inh	FadD28 FP inh	Mtb FBA inh	Mtb BioA inh	CCHFV vOTU inh
Cc1ccc(CN2C(=O)C3CCCN3c3ncccc32)cc1 (configuration not stated)	4	5	-2.4	-2.4	-14	-1.0	3	-1.2	-4
Cc1ccccc1NC(=O)/C(C#N)=C\c1cn(CC(=O)O)c2ccccc12	-2	8	-1.2	-0.2	2	-0.8	0	·	3
NC(=O)C1CCN(C2=C(NS(=O)(=O)c3ccccc3)C(=O)c3ccccc3C2=O)CC1	-46	30	0.9	-1.6	4	-0.3	3	·	6
COC(=O)c1cn(NC(=O)c2ccc3c(c2)OCO3)c(=O)c2ccccc12	-5	13	-0.6	0.4	9	-2.1	-2	-0.9	-3
CCCCOc1ccc(CSc2nnc(C)n2N)cc1[N+](=O)[O-]	-9	9	1.4	-0.1	-1	-0.9	0	·	7
CC(C)(C)NC(=O)CSc1n[nH]c(=O)n1-c1ccccc1	4	-2	-1.7	-1.5	-2	-0.7	0	0.3	-12
COc1ccc(C(=O)Nc2nc(-c3ccc([N+](=O)[O-])cc3)c(-c3ccccc3)s2)cc1	-8	13	-1.7	29	15	0.7	2	-3.3	5
Cc1nn(Cc2ccccc2Cl)c(C)c1NC(=O)Cn1nc([N+](=O)[O-])c(Cl)c1C	-1	-6	-1.9	-1.0	-8	-0.3	-1	-1.4	6
CC(=O)NC(CC(=O)Nc1cccc(S(=O)(=O)N2CCCC2)c1)c1ccccc1 (configuration not stated)	-6	-2	-0.1	0.0	6	-2.8	-1	-1.1	14
c1ccc(Cc2c[nH]c3ccccc23)cc1	7	5	4.2	1.5	?	-4.2	-3	-1.0	-5
Cc1nn(C)c(C)c1NC(=O)c1cc2nc(-c3ccco3)cc(C(F)(F)F)n2n1	-16	15	2.8	0.1	-1	-3.0	1	·	-2
Cc1ccc(C(=O)N2CCCC(C(=O)c3ccc(Cl)cc3C)C2)cn1 (configuration not stated)	5	9	1.7	-0.1	-4	-1.3	0	2.3	7
S=C(Nc1cccnc1)Nc1cccc2cnccc12	1	2	0.0	-2.3	-19	-0.4	2	8.0	11
CCOC(=O)c1cnc2c(OC)cccc2c1NCc1cccnc1	2	14	-1.5	-0.9	-15	-1.3	9	·	-22
CC1=C(C(=O)Nc2ccccc2Cl)C(c2ccc(N(C)C)cc2)NC(=O)N1 (configuration not stated)	2	18	3.4	-0.1	-2	-1.6	-2	-1.9	0
CC(C)c1c(C#N)c(N)nc(SCC(=O)c2cc3ccccc3oc2=O)c1C#N	1	2	-1.8	0.6	6	-2.7	0	-0.5	2
O=C(c1ccc(OC(F)(F)F)cc1)c1ncc[nH]1	·	14	-1.3	0.8	-12	-1.7	2	-0.6	·
CCC(C)(C(=O)NC1CCCCC1)N(Cc1ccco1)C(=O)c1ccccn1 (configuration not stated)	3	-1	0.1	1.2	5	-1.9	1	0.6	-11
NC(N)=NCCCC(NC(=O)c1ccccc1)C(=O)Nc1ccc([N+](=O)[O-])cc1 (configuration not stated)	-22	18	1.0	-0.4	-11	-8.3	-4	2.8	7
Cc1ccc(-n2c(C)nn(CC#N)c2=O)cc1	4	6	2.6	-0.3	-5	-1.4	1	-1.1	2
CCN1C(=O)/C(=C\N2CCOCC2)SC1=S	2	3	-0.9	-1.0	-8	-3.9	3	-1.0	-2
Clc1ccccc1-c1nn2c(-c3ccncc3)nnc2s1	·	7	1.9	0.1	9	-4.5	-4	·	·
CC(OC(=O)c1ccc(S(=O)(=O)N2CCCCC2)cc1)C(=O)NC1CCCCC1C (configuration not stated)	3	4	0.2	-2.6	-6	-1.3	-1	0.0	-4
CNC(=O)C1(C)C=CCN1C(=O)c1ccccc1 (configuration not stated)	2	-6	2.2	0.2	1	-0.5	1	-0.2	2
CN(C)C(CNC(=O)c1cc(S(=O)(=O)N(C)c2ccc(F)cc2)ccc1Cl)c1ccco1 (configuration not stated)	-8	0	0.2	2.9	12	-2.9	-1	·	3

The list continues.
SMILES	PrPC TRFRET	GDH-TPI counter	UGM FP inh	BoNT A protease	BoNT-F LC inh	FadD28 FP inh	Mtb FBA inh	Mtb BioA inh	CCHFV vOTU inh
CC(=O)c1cccc(NC(=O)c2cccc3c(-c4cnn(C)c4)coc23)c1	-11	2	·	-0.3	-6	-4.3	-3	-0.4	9
Cc1ccc(S(=O)(=O)N2CCCC2C(=O)N(C)Cc2cccs2)cc1 (configuration not stated)	2	6	-1.8	?	1	-4.8	0	-0.4	3
Cc1cc(C)cc(NC(=O)COc2coc(CN3CCc4ccccc4C3)cc2=O)c1	15	0	-0.4	·	·	-2.5	-2	-1.7	14
O=C(O)Cn1c2c(c3ccccc31)CCCC2	7	9	-1.5	0.0	-2	-1.3	4	·	30*
Cc1ccc(S(=O)OCC(=O)Nc2cc(Cl)ccc2N2CCOCC2)cc1 (configuration not stated)	-3	2	-3.3	-0.6	6	-1.7	0	-1.0	3
NS(=O)(=O)c1ccc(CCNS(=O)(=O)c2ccc(Cl)cc2)cc1	-2	11	2.7	-2.3	0	-1.4	4	1.8	-9
COc1c(O)ccc2c1CN1CCc3cc4c(cc3C1C2)OCO4 (configuration not stated)	·	8	2.1	-1.2	-14	1.0	5	6.2	·
COc1ccccc1-c1oc2ccccc2c1-c1ccc2cc[nH]c2c1	5	-2	1.0	-1.0	-5	-2.7	20	0.6	-6
CC(OC(=O)c1nsc(Cl)c1Cl)C(=O)NC(C)(C)C (configuration not stated)	1	-2	-2.1	0.5	13	0.1	-5	-2.6	-3
NC(=O)c1cc([N+](=O)[O-])ccc1NCc1ccc(C(=O)O)cc1	-20	19	-0.5	-0.5	-10	-5.2	-3	-1.5	15
Cc1cccc(OCC(=O)Nc2cc(S(=O)(=O)N3CCOCC3)ccc2N2CCCC2)c1C	8	9	3.0	2.4	1	-1.4	7	0.9	2
C/C(N)=C(/C#N)C(=O)COC(=O)c1ccc(OCC2CCCO2)cc1 (configuration not stated)	0	-6	2.7	3.3	15	-0.6	-3	0.3	7
COc1ccc(C)cc1S(=O)(=O)N1CCCC(C(=O)N2CCOCC2)C1 (configuration not stated)	6	-5	0.5	-9.9	-21	-2.8	-1	-0.7	4
CCn1c(-c2cc(-c3cc(OC)ccc3OC)nc3ccccc23)n[nH]c1=S	-2	7	-3.4	3.4	13	0.1	3	0.2	10
Cc1nn2c(N)c(-c3ccccc3)cnc2c1-c1ccccc1	7	4	-0.4	-1.4	-9	-3.3	3	-3.1	-11
Cc1cc(NC(=O)Cn2nnc(-c3ccccc3NC(=O)c3ccccc3F)n2)no1	2	3	-1.0	-0.2	8	-2.6	0	-0.1	13
NC(=O)C1(c2ccccc2)OC1c1ccccc1 (configuration not stated)	2	4	-4.4	0.7	0	0.6	1	-1.4	3
O=C(Sc1ccc(Cl)cc1)c1cccc(Cn2cc(C(F)(F)F)ccc2=O)c1	-4	-4	0.2	0.6	3	0.3	1	·	16
CC(C)(C)NC(=O)CN(C(=O)c1csnn1)c1cccc2c1CCCC2	-2	-3	-1.5	-0.7	-8	-2.4	-3	·	-6
Cc1c(N=c2scc(-c3ccccc3)n2C)c(=O)n(-c2ccccc2)n1C	5	-1	-0.6	-1.1	-6	1.0	1	·	-9
CC1CCCCC1NC(=O)c1ccncc1 (configuration not stated)	-3	-1	0.8	1.5	7	1.4	-1	-3.0	5
CS(=O)(=O)c1cc(C(=O)O)cc(NCc2ccccc2)c1Oc1ccccc1	3	12	·	-0.4	0	-4.8	13	0.6	-7
CC1=C(C(=O)Nc2ccc(C(=O)NCCCN3CCCCC3)cc2)SCCO1	-7	8	-1.8	-3.2	-7	-2.6	-3	-1.7	13
Cc1ccc(NC(=O)COC(=O)c2ccc(S(=O)(=O)NCc3ccco3)cc2)cc1	4	3	-0.8	·	·	-0.1	0	-1.2	16
O=C(CN1CCN(c2ccccn2)CC1)Nc1ccc(F)cc1F	2	1	2.7	-2.9	-13	-0.3	3	1.1	-1

(next part)
SMILES	PrPC TRFRET	GDH-TPI counter	UGM FP inh	BoNT A protease	BoNT-F LC inh	FadD28 FP inh	Mtb FBA inh	Mtb BioA inh	CCHFV vOTU inh
COc1ccc(NS(=O)(=O)c2ccc(C)c(C(=O)NCC(c3ccco3)N(C)C)c2)cc1 (configuration not stated)	0	-11	-2.5	2.7	-14	-0.2	-1	-1.2	2
CC(=O)N(c1ccc(Cl)cc1)c1cn(C(C)=O)c2ccccc12	2	1	-0.6	-1.0	-4	0.6	6	3.4	-4
CCOc1cccc(OCCOc2ccccc2[N+](=O)[O-])c1	-5	8	-1.3	-0.5	0	-9.8	-9	-0.2	19
O=C1/C(=C/c2ccc(O)c(O)c2)Oc2cc(O)ccc21	-8	2	-2.7	-2.3	-24	6.3	-16	-2.3	7
CCCCN1CC(COCc2ccccc2)Oc2cccc(Oc3ccccc3)c2S1(=O)=O (configuration not stated)	2	19	·	0.1	-4	-2.0	4	0.3	1
COc1cccc(S(=O)(=O)NCc2ccc(C(=O)NCC3CCCO3)cc2)c1 (configuration not stated)	11	-8	-0.9	29	38*	-3.7	-4	-0.7	-3
COc1ccc(CC(N)c2csc(NC(=O)Nc3cccc(C(F)(F)F)c3)n2)cc1 (configuration not stated)	-4	0	·	-0.3	-34	-12	-2	0.3	10
Cc1ccc(S(=O)(=O)NCCNC(=O)c2cc(OCC(F)(F)F)ccc2OCC(F)(F)F)cc1	3	5	-2.5	1.5	-1	-2.7	0	-2.1	12
C=CC(C)(C)c1c(O)c(CC=C(C)C)c(O)c2c(=O)c3ccc(O)c(O)c3oc12	·	10	-0.2	-0.5	2	-1.4	-2	-4.8	·
CC(C)C(=O)OCC(=O)NCc1ccccc1Cl	-9	-4	-0.4	0.6	5	-1.0	3	·	-5
C[C@@H]1CN([C@@H](C)CO)C(=O)Cc2cc(NC(=O)Nc3ccc(C(F)(F)F)cc3)ccc2O[C@@H]1CN(C)S(=O)(=O)c1ccc(Cl)cc1	-2	-4	-2.6	-0.5	2	-3.1	-4	0.5	13
C=CCn1nnnc1SCC(=O)Nc1ccc(C(=O)OC)cc1	3	-1	2.6	0.2	-1	-4.0	0	-1.7	-13
Cc1ccc(C(=O)NNC(=O)C(C)Sc2nc(N)cc(N)n2)cc1 (configuration not stated)	-6	0	1.2	0.2	-7	-0.9	1	0.4	8
CCCCCC(C(=O)O)C(C)CC(=O)NC1CCCCC1 (configuration not stated)	5	10	-2.3	-0.8	-7	-3.4	-7	-0.7	0
CC1=NN(C(N)=S)C(=O)C1N=Nc1ccccc1C(=O)O (configuration not stated)	-17	16	-0.9	3.2	?	-0.6	-8	0.4	20
COc1ccc(C2=NN(S(C)(=O)=O)C(c3cccs3)C2)cc1 (configuration not stated)	5	5	-2.6	0.7	-4	-1.8	4	·	-9
CC1(C(=O)NCC2CCCCC2)CCN1CCc1ccccc1 (configuration not stated)	2	5	·	-0.8	-4	-0.8	-1	3.9	9
O=C(Oc1ccc(-c2nnco2)cc1)C1CCN(C(=O)c2ccc(F)cc2)CC1	-2	-1	2.5	0.0	-4	1.2	-2	9.8	4
C/C(=N\NC(=O)c1ccc(F)cc1)c1ccc(NC(=O)Cc2ccccc2)cc1	8	8	-2.6	0.7	6	-0.5	2	-2.0	13

Compound activity (PubChem BioAssay)
